GC-A act – GC-A stimulated cGMP production enhancers – HEK293 GC-A cells, cGMP TR-FRET, EC30 ANP, primary screen. 0% at EC30 ANP, 100% saturating ANP. AID 1671463, 2021. activation, % at 10 µM. 0.14% of 370,000 active. Atrial natriuretic peptide receptor 1 (Homo sapiens), P16066; in the data active = activation above about 40%
SMARCA2 activ – SMARCA2 (BRM) function activators, primary screen, cell-based, luminescence, high throughput. MG213 cells, MMTV-luciferase reporter, dexamethasone, overnight. activation, % at 9.1 µM. 1% of 370,000 active. AID 652017, 2013; in the data active = activation above about 7.8%;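 note: 0% = vehicle wells and 100% = reference activator wells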
ssDAF12 agonist – S. stercoralis DAF-12 nuclear receptor activators, primary screen, cell-based, luminescence, HEK293, GRIP1 co-expression, lit1-tk-luc; HEK293 ssDAF-12/GRIP1 lit1-tk-luc reporter; % of 3 µM dafachronic acid response; Nuclear hormone receptor DAF-12 (Strongyloides stercoralis); activation, % at 6.8 µM; 1% of 370,000 active;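 active = activation above the mean over all tested compounds plus 3 SD, cut at about 0.9% in these data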;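 note: 0% = DMSO-only wells and 100% = 3 µM delta7-dafachronic acid wells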
DAX1 inh-1 – DAX1 (NR0B1) inhibitors, primary screen, cell-based, HEK293, Gal4-DAX1, luciferase luminescence | Nuclear receptor subfamily 0 group B member 1 (Homo sapiens), P51843 | HEK293 Gal4-DAX1 luciferase reporter | inhibition, % at 6.75 µM | 0.99% of 340,000 active | AID 504766, 2011;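 active = inhibition above the mean over all tested compounds plus 3 SD, cut at about 4.2% in these data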;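 note: 0% = DAX1-transfected cells with DMSO and 100% = empty-vector control cells with DMSO; inhibition shows as a rise in luminescence from relieved DAX1 repression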
Target sequence (P51843 207-470 limits assumed): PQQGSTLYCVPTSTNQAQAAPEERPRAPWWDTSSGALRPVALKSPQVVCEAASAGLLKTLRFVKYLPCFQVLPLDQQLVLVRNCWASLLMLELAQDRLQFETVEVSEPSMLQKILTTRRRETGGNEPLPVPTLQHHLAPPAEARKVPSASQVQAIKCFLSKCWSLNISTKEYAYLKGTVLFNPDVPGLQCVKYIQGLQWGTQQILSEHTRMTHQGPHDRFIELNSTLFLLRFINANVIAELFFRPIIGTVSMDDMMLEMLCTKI
PG9 Ab binder – binders of HIV-1 gp120 antibody PG9, primary screen, biochemical, TR-FRET; TR-FRET gp120-PG9 antibody binding; HIV-1 gp120 / PG9 antibody interaction; inhibition, % at 6.7 µM; 0.43% of 360,000 active; in the data active = inhibition above about 8.5%
ADAM10 inh – human ADAM10 inhibitors, primary screen, biochemical, QFRET, HTS; Disintegrin and metalloproteinase domain-containing protein 10 (Homo sapiens), O14672; 0.62% of 370,000 active; recombinant ADAM10, EDANS/DABCYL FRET peptide cleavage, 3 h; AID 720582, 2013; inhibition, % at 7 µM;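 active = inhibition above a per-campaign cutoff equal to the mean of compounds falling between control-based bounds plus 3 SD, cut at about 20% in these data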;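 note: 0% = DMSO wells while the 100% control is not disclosed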
Target sequence (O14672 214-748 limits assumed): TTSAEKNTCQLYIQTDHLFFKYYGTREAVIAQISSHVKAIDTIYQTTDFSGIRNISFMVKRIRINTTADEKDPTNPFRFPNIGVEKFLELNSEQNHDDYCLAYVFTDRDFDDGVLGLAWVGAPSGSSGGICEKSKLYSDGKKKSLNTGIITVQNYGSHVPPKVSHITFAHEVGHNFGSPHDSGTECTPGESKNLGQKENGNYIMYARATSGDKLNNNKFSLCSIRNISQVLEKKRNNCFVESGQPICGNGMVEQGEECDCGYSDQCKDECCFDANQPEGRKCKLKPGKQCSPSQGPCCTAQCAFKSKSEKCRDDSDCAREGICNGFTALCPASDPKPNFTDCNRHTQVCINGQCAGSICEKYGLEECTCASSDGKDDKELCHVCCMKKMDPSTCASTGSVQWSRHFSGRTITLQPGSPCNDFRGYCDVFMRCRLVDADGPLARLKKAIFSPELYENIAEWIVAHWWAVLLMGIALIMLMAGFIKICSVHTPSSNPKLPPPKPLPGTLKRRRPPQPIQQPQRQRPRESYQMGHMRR
hgDAF-12 ag – H. glycines DAF-12 receptor agonists, primary screen, cell-based, luminescence, HEK293, GAL4 fusion, UAS-luciferase; HEK293 GAL4-hgDAF12 UAS-luciferase reporter, agonist luminescence; normalized to butyrate control; activation, % at 6.8 µM; AID 687014, 2013; 1.8% of 370,000 active;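 active = activation above a cutoff set at the mean of all screened compounds plus 3 SD, cut at about 10% in these data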;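 note: 0% = DMSO wells and 100% = sodium butyrate wells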
DAX1 inh-2 – DAX1 (NR0B1) inhibitors on StAR promoter, primary screen, cell-based, luminescence, SF-1 (NR5A1), full-length DAX-1. HEK293T StAR-luciferase reporter, SF-1/DAX-1 repression relief. inhibition, % at 6.8 µM. 1.1% of 370,000 active. AID 652010, 2013;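 active = inhibition above the mean over all tested compounds plus 3 SD, cut at about 3.6% in these data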;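 note: 0% = DAX-1 cells with DMSO and 100% = cells lacking DAX-1 with DMSO; higher inhibition means more luminescence from relief of DAX-1 repression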
hcDAF12 agonist – H. contortus DAF-12 nuclear receptor activators, primary screen, cell-based, luminescence, HEK293, lit1-tk-luc reporter; activation, % at 6.8 µM; 1.4% of 370,000 active; HEK293 hcDAF-12 lit1-tk-luc reporter; 0% DMSO, 100% Δ7-dafachronic acid;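 active = activation above the mean of all tested compounds plus 3 SD, cut at about 5.5% in these data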;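 note: 100% = response to 3 µM Δ7-dafachronic acid high control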
ADAM17 inh – ADAM17 inhibitors, primary screen, biochemical, QFRET; inhibition, % at 6.95 µM; 0.83% of 370,000 active; recombinant ADAM17, EDANS/DABCYL FRET peptide cleavage; Disintegrin and metalloproteinase domain-containing protein 17 (Homo sapiens), P78536;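 active = inhibition above the mean of compounds lying between control limits plus 3 SD, set per campaign, cut at about 8.5% in these data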;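 note: 0% = DMSO-only wells as the low control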
FXN GAA850 act – FXN promoter activators, primary screen, cell-based, luciferase luminescence, HEK293 lucGAA850; HEK293 lucGAA850 FXN promoter luciferase reporter, 24 h; percent of 10 µM SAHA response; activation, % at 6 µM; 0.56% of 360,000 active;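 active = activation above the average of all compounds screened plus 3 SD, cutoff fixed separately per campaign, cut at about 7.5% in these data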;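 note: 0% = DMSO wells and 100% = 10 µM SAHA wells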
An asterisk follows results filed as active; nt = no result given.

SMILES	GC-A act	SMARCA2 activ	ssDAF12 agonist	DAX1 inh-1	PG9 Ab binder	ADAM10 inh	hgDAF-12 ag	DAX1 inh-2	hcDAF12 agonist	ADAM17 inh	FXN GAA850 act
O=C(c1cc(=O)c2ccccc2o1)N1CCN(c2cccc(Cl)c2)CC1	-6	-4	-1.7	-0.5	1.9	8	-1.6	-0.2	-1.1	0	1.1
CCCCCN1C(=O)Cn2c(nc3ccccc3c2=O)C1C (centres undefined)	-4	1	-0.9	0.7	-1.6	5	-2.8	-0.6	-0.7	-2	-1.9
COc1cc(C2C(C#N)=C(N)Oc3cc(C)n(CCc4ccccc4)c(=O)c32)cc2c1OCO2 (centres undefined)	-2	-3	-1.5	0.0	1.2	-4	-2.6	-0.5	-1.7	-4	-2.2
CCCCSc1nnc(-c2ccc(NC(=O)CCc3ccccc3)cc2)n1C	2	-3	-1.7	-0.8	0.5	-16	1.7	-0.5	-0.7	-2	1.4
CNC(=S)N1N=C(c2ccccc2)CC1c1ccc(OC)c(OC)c1 (centres undefined)	-3	2	-0.8	-0.8	-0.9	-2	0.2	-0.4	-0.4	-3	1.6
CCOc1ccc(NC(=O)c2cccc3c2C(=O)N(CC2CCCO2)C3)cc1 (centres undefined)	4	1	-1.2	1.0	-1.8	-12	-1.4	1.6	-2.1	-1	5.6
NC(=O)Nc1ccc(C(=O)OCC(=O)NCc2ccc3c(c2)OCO3)cc1	10	-6	-1.0	1.2	-0.8	-7	-1.2	1.9	-0.9	3	0.5
COc1cc2c(cc1OC)C(C(=O)NCc1ccco1)C1c3ccccc3CCN1C2=O (centres undefined)	-3	2	-1.2	0.8	-0.4	-5	-1.3	-0.1	-0.1	-1	-0.7
CC(=O)N1CCN(C(=O)C(Cc2ccccc2)NC(=O)c2ccccc2)CC1 (centres undefined)	4	1	-1.4	0.1	0.0	-10	-0.5	0.9	0.5	-2	1.2
CC(=O)c1c(C(C)=O)c(C)n(Cc2ccccc2)c1C	4	-2	-1.2	0.2	-1.1	-6	0.8	-1.2	-1.8	-5	1.0
CCN(CC)CCCNS(=O)(=O)c1ccc(OC)cc1	1	-3	-2.0	-0.8	0.0	-4	-1.8	-0.5	-0.1	-2	0.5
CCOC(=O)N1CCN(c2ncc(C(F)(F)F)cc2Cl)CC1	2	0	-1.3	3.3	-2.3	-14	1.7	0.1	-1.2	-2	0.2
COCCN(Cc1cc2cc(C)ccc2[nH]c1=O)S(=O)(=O)c1ccc(Cl)cc1	2	-2	-1.1	-0.4	-1.5	-39	1.2	-0.8	-2.7	-13	-2.3
Nc1ccc2c(c1Cl)C(=O)c1ccc(N)c(Cl)c1C2=O	-7	10*	1.1*	2.3	-1.2	1	3.3	0.4	2.5	-4	8.4*
Cc1ccc(CSc2nnc(CCNC(=O)OC(C)(C)C)o2)cc1	6	-4	-1.9	0.4	-1.3	2	-1.8	-0.1	-1.3	-4	2.5
CCCCOP(=O)(c1ccc(N(C)C)cc1)C(O)c1ccncc1 (centres undefined)	-5	-2	-0.1	0.4	0.8	1	0.7	-0.4	0.1	-5	1.6
CN(C)C(=O)C(Sc1ccc(S(=O)(=O)N2CCCC2)cn1)c1ccccc1 (centres undefined)	3	-4	-1.9	-0.7	-1.3	-12	-3.8	-1.2	-0.5	-9	1.6
CC(=O)Nc1ccc(N2C(=O)CC(Sc3nc(C)cc(C)n3)C2=O)cc1 (centres undefined)	1	0	-0.9	-0.7	-2.0	-2	1.8	0.1	2.2	-3	0.9
N#CC1=C(N)Oc2n[nH]c(-c3ccncc3)c2C1c1ccsc1 (centres undefined)	0	-3	-0.7	0.0	-0.8	-7	-4.4	0.0	-0.1	-6	0.5
Cc1cc(Nc2nc3ccccc3nc2Cl)n(-c2ccc([N+](=O)[O-])cc2)n1	0	-2	-1.4	1.1	-0.3	-2	1.7	0.3	1.2	-4	-2.0
COc1ccc(CN2CCN(C(=O)CC(C)C)CC2)cc1OC	-5	-2	-1.5	0.0	1.2	-1	0.7	-0.3	-2.1	-4	0.1
COc1ccc(NC(=O)NCc2cccnc2)c(OC)c1	0	0	-1.4	0.3	-2.9	-4	-0.4	-0.5	-1.2	-1	-1.5
COc1ccc(C2OCC3(CO2)SC(=O)NC3=O)cc1OC (centres undefined)	5	-1	-0.7	0.2	-1.1	5	-2.9	0.1	-0.6	1	2.5
COc1ccc(CNC(=O)C(c2ccc(C)o2)N(C(=O)c2snc(C(N)=O)c2N)c2ccccc2OC)cc1 (centres undefined)	-28	-1	-1.7	-1.1	0.8	-77	-1.4	-0.3	0.5	-28	-1.7
COC(=O)[C@]12C[C@H](CC(=O)N3CCCCC3)C(=O)N(Cc3ccccc3)C1=C[C@H](C(C)(C)C)O[C@@H]2C	-6	-5	-0.4	nt	-0.5	-2	-0.8	-0.3	-1.4	-4	nt

Complete entries, looked up by structure. Order of values: GC-A act, SMARCA2 activ, ssDAF12 agonist, DAX1 inh-1, PG9 Ab binder, ADAM10 inh, hgDAF-12 ag, DAX1 inh-2, hcDAF12 agonist, ADAM17 inh, FXN GAA850 act
`NC(=O)Nc1ccc(C(=O)OCC(=O)NCc2ccc3c(c2)OCO3)cc1` is listed as 10, -6, -1.0, 1.2, -0.8, -7, -1.2, 1.9, -0.9, 3, 0.5
`COc1ccc(C2OCC3(CO2)SC(=O)NC3=O)cc1OC` (centres undefined) is listed as 5, -1, -0.7, 0.2, -1.1, 5, -2.9, 0.1, -0.6, 1, 2.5

As entered above.
`N#CC1=C(N)Oc2n[nH]c(-c3ccncc3)c2C1c1ccsc1` (centres undefined) – hgDAF-12 ag = -4.4
`CCCCOP(=O)(c1ccc(N(C)C)cc1)C(O)c1ccncc1` (centres undefined) – hcDAF12 agonist = 0.1
`Nc1ccc2c(c1Cl)C(=O)c1ccc(N)c(Cl)c1C2=O` – ssDAF12 agonist = 1.1*
`COCCN(Cc1cc2cc(C)ccc2[nH]c1=O)S(=O)(=O)c1ccc(Cl)cc1` – ADAM17 inh = -13
`Cc1cc(Nc2nc3ccccc3nc2Cl)n(-c2ccc([N+](=O)[O-])cc2)n1` – PG9 Ab binder = -0.3
`CCCCCN1C(=O)Cn2c(nc3ccccc3c2=O)C1C` (centres undefined) – hgDAF-12 ag = -2.8
`CC(=O)N1CCN(C(=O)C(Cc2ccccc2)NC(=O)c2ccccc2)CC1` (centres undefined) – DAX1 inh-2 = 0.9

The results go on:
SMILES	GC-A act	SMARCA2 activ	ssDAF12 agonist	DAX1 inh-1	PG9 Ab binder	ADAM10 inh	hgDAF-12 ag	DAX1 inh-2	hcDAF12 agonist	ADAM17 inh	FXN GAA850 act
N=c1n(CCN2CCCCC2)c2ccccc2n1CC(=O)c1cccs1	-9	2	0.2	1.4	-2.3	-2	8.9	-0.1	5.4	-5	0.7
CCc1nnc(NC(=O)c2cccc(OC)c2)s1	-4	7	-0.3	0.5	1.7	-1	6.3	3.9*	2.8	-1	4.7
Cn1ccc2c(N3c4ccccc4CCc4ccccc43)cc3c(c21)C1CCC3C1 (centres undefined)	-4	-4	-1.4	nt	-3.0	-20	-1.7	-2.6	-0.6	-3	nt
Cn1c(CNC(=O)c2ccco2)nnc1SCC(=O)Nc1ccc(Br)cc1F	-6	0	-1.4	0.2	-1.7	-7	2.8	-1.3	1.5	-1	-0.5
O=C(N/N=C/c1cc(Br)c(O)c([N+](=O)[O-])c1)C(O)(c1ccccc1)c1ccccc1	-5	-2	-1.1	nt	-3.6	-13	-3.2	0.3	1.8	-6	0.5
COc1ccc(N2CCN(S(=O)(=O)c3ccc(C(=O)NCc4ccco4)cc3)CC2)cc1	-3	-1	-0.6	-0.7	-2.6	-4	3.1	-0.4	-2.3	-4	-2.9
Cc1ccc(S(=O)(=O)N2CCN(C(=O)COC(=O)c3c(C)cc(C)cc3C)CC2)c(C)c1	4	-4	-1.9	-1.9	-1.6	24*	-2.5	-2.1	-1.9	20*	-1.0
CCC(C)NC(=O)CN(c1ccc(OC)cc1)S(=O)(=O)c1ccc(NC(C)=O)cc1 (centres undefined)	-4	-7	-1.0	0.8	0.5	2	1.6	0.1	-1.3	-9	2.0
COc1cc(OC)cc(-c2c(C#Cc3ccsc3)c3cc(-c4cc(OC)c(OC)c(OC)c4)ccc3n2C)c1	1	0	-0.8	-0.2	-1.3	-94	-0.9	0.1	0.0	-20	0.2
O=C(CCn1cnnn1)Nc1ccccc1F	6	-2	-1.7	2.3	-2.1	4	2.6	0.1	-1.1	-2	-1.1
COC(=O)c1sccc1NC(=S)NCc1ccc(Cl)cc1	2	-1	-1.9	0.9	0.1	9	-0.1	-0.5	-2.1	5	2.7
COC(=O)c1ccc(CNC(=O)COC(=O)C2CCC(C(C)(C)C)CC2)cc1 (centres undefined)	3	-1	-0.5	0.2	-0.6	4	-1.6	-0.3	0.3	1	1.1
CCOc1ccc(CCNC(=O)COC(=O)c2ccc(S(=O)(=O)N3CCCC3)cc2)cc1OCC	2	-1	-1.1	3.3	-0.3	3	-0.2	1.6	-1.0	0	-0.1
C/C(CC(C)(C)c1ccccc1)=N\NS(=O)(=O)c1ccccc1	5	3	-0.7	0.9	-3.4	-2	-1.4	-0.1	-0.5	2	2.4
CCCCn1c(=O)[nH]c(=O)c2c1nc(-c1cccc(OC)c1)n2C	-1	-1	-0.6	-1.1	-1.4	0	-0.2	-0.4	0.1	0	2.2
N#C/C(C(=O)N1CCCC1)=C1/N=C(N)c2ccccc21	4	-4	-0.3	-0.2	-0.4	3	-1.2	0.4	-1.2	4	-1.5
Cc1ccc(NC(=S)NC2CC3CCCC(C2)N3Cc2cccs2)cc1 (centres undefined)	1	0	-1.3	0.2	-0.3	1	-0.9	-1.0	-3.3	-1	3.0
Cc1ccc(C#CC[N+]2(CC#Cc3ccc(C)cc3)CCCCC2)cc1	6	-7	-2.1	-3.6	-2.4	-4	-8.0	-2.9	-4.5	0	-2.3
CCOc1ccc(C(=O)C(C)OC(=O)Cn2c(C)csc2=O)cc1 (centres undefined)	2	1	-1.0	-0.8	2.5	0	0.4	0.8	-0.4	-1	-0.1
CC(C)Cn1c(N)c(C(=O)COC(=O)c2ccccc2F)c(=O)n(C)c1=O	4	-2	-1.7	2.0	-4.2	-2	1.3	0.9	-1.8	-2	1.3
CNc1oc(-c2ccccc2F)nc1S(=O)(=O)c1ccc(C)cc1	2	-1	-1.2	-0.3	-2.6	0	4.0	-1.4	-2.4	-2	3.2
COc1cccc(CN2CCC2(C)C(=O)Nc2ccc(C)cc2)c1F (centres undefined)	-2	4	-2.1	nt	-1.0	1	-1.2	0.0	-0.2	2	0.2
